TPT1 inh: inhibitors of Candida albicans tRNA 2'-phosphotransferase TPT1; recombinant caTPT1, FP RNA substrate dephosphorylation; actives 0.81% (n = 300,000); inhibition, % at 5 µM;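 active = inhibition above the mean of all tested compounds plus 3 SD, set per screening campaign, cut at about 24% in these data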;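 also: plate controls were DMSO alone for no effect and ferristatin control at 100 nM for full effect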
GSTO1 counter: GSTO1 inhibition, counter-screen for RBBP9 inhibitors; recombinant GSTO1, activity-based probe fluorescence polarization; actives 1.1% (n = 300,000); inhibition, % at 5.96 µM; AID 1974; P78417;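 active = inhibition above the campaign mean inhibition plus 3 SD, cut at about 35% in these data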;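 also: 0% = GSTO1-1 with DMSO and 100% = wells lacking GSTO1-1 enzyme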
Fam108B inh: blocks mouse Fam108B hydrolase in RBBP9 counter-screen | recombinant Fam108B, FP-Rh probe fluorescence polarization | actives 0.33% (n = 300,000) | inhibition, % at 9.51 µM | AID 1947;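 active = inhibition above the screen mean inhibition plus 3 SD, computed separately per campaign, cut at about 18% in these data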;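 also: inhibitors lower polarization as less probe binds the enzyme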
GLD-1 RNA inh: GLD-1-TGE RNA interaction inhibition (C. elegans); purified GLD-1 + fluorescein TGE RNA, fluorescence polarization; actives 0.44% (n = 320,000); Q17339; inhibition, % at 5.96 µM;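 active = percent inhibition above a per-plate cutoff, the plate mean of test compounds plus 3 SD, cut at about 30% in these data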;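 also: 0% = DMSO wells with GLD-1 and probe and 100% = wells lacking GLD-1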
PAD4 inh: inhibitors of human PAD4. recombinant PAD4, RCA probe fluorescence polarization. inhibition, % at 6.36 µM. actives 0.41% (n = 330,000). AID 485272;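 active = percent inhibition above a cutoff equal to the mean of all tested compounds plus 3 SD, cut at about 15% in these data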;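 also: 0% = PAD4 with RCA probe and DMSO and 100% = probe without PAD4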
Target sequence (Q9UM07 whole entry, looked up): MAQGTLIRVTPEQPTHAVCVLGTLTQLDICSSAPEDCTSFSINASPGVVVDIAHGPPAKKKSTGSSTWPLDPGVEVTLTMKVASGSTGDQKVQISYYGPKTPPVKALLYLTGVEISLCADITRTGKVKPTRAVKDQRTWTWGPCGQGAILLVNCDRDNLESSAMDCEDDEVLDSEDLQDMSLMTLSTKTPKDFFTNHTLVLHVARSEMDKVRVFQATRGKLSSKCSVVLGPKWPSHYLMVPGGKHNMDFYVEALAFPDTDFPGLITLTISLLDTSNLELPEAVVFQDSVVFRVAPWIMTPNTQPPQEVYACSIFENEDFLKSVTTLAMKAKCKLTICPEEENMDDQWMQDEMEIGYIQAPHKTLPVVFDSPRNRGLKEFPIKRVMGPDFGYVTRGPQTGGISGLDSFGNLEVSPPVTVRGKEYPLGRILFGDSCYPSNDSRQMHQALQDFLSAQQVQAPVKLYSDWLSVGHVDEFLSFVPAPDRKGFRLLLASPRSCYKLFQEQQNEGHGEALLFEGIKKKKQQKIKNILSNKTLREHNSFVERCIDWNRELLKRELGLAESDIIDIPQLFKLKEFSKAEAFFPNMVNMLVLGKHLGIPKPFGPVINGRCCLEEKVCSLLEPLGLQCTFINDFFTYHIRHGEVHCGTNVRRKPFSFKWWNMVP
PME-1 inh: blocks human protein phosphatase methylesterase 1; Q9Y570; recombinant PME-1, FP-Rh probe fluorescence polarization; inhibition, % at 5.9 µM; actives 0.53% (n = 320,000); AID 2130;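 active = inhibition above the campaign mean of all compounds plus 3 SD, cut at about 26% in these data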;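 also: competitive labeling of PME-1 active site by serine hydrolase directed probe; 0% = PME-1 with DMSO and 100% = wells lacking PME-1 enzyme; inhibitors block probe labeling so polarization falls and inhibition rises; many of its hits are not listed in these tables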
Bcl-xL primary: Bcl-xL (human) inhibition; inhibition, % at 10.9 µM; actives 0.7% (n = 320,000); Q07817; AID 2129; GST-Bcl-xL / FITC-Bim BH3 peptide fluorescence polarization;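 active = inhibition above the mean of all tested compounds plus 3 SD, cutoff set per campaign, cut at about 30% in these data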;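 also: 0% = DMSO wells and 100% = unlabeled Bim-BH3 peptide competitor; inhibitors lower millipolarization by displacing the labeled peptide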
Target sequence (Q07817 whole entry, looked up): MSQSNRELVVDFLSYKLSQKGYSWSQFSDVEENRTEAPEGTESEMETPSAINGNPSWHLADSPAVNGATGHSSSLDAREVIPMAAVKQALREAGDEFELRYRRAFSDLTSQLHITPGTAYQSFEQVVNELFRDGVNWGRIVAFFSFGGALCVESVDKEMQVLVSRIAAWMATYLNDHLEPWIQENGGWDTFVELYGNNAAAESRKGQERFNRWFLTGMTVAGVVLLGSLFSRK
MEX-5 binding: C. elegans MEX-5 TCR-2 RNA binding activity; Q9XUB2; MEX-5/FITC-TCR2 RNA binding, fluorescence polarization; hits give low values; activity score (negative = inhibition of binding), % at 10 µM; actives 0.38% (n = 300,000); AID 1832;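 active = inhibition past about -25% in most replicates, and total fluorescence under double the plate's negative control median, limit read from the data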;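 also: 0% = DMSO and -100% = 5 µM competing unlabeled TCR2 RNA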
MCL1 BIM primary: inhibitors of human MCL1 binding to BIM-BH3 peptide; GST-MCL1 / FITC-Bim-BH3 fluorescence polarization; inhibition, % at 10.9 µM; AID 2057; actives 0.68% (n = 320,000); Q07820;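 active = inhibition above the mean inhibition of all tested compounds plus 3 SD, set per campaign, cut at about 40% in these data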;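 also: 0% = DMSO wells and 100% = unlabeled Bim-BH3 peptide control; higher means more loss of mP so more displacement of Bim peptide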
* marks the source's active call; other numbers are inactive results; · = no result given.

SMILES	TPT1 inh	GSTO1 counter	Fam108B inh	GLD-1 RNA inh	PAD4 inh	PME-1 inh	Bcl-xL primary	MEX-5 binding	MCL1 BIM primary
COC(C/C=C\[C@H](O)[C@@H](C)OCc1ccccc1)OC	-3	6	0	-9	-7	-1	8	-4.1	-1
S=c1[nH]nc(C(c2ccccc2)C2CCCCC2)o1 (configuration not stated)	0	5	5	6	0	1	-22	-0.4	-22
CS(=O)(=O)c1ccc(C(=O)OCC(=O)NC2CCS(=O)(=O)C2)cc1[N+](=O)[O-] (configuration not stated)	15	5	-7	12	-2	-5	-13	0.1	-8
CCOC(=O)C(C)Oc1c(C(=O)OC)sc2ncccc12 (configuration not stated)	-2	6	1	0	1	2	0	0.1	5
C/C(=C\[C@@H](NP(=O)(c1ccccc1)c1ccccc1)c1ccccc1)CO[Si](c1ccccc1)(c1ccccc1)C(C)(C)C	1	-4	-2	0	3	-1	0	-0.3	4
Cc1ccc(C(=O)NCCCNC(=O)COc2ccc(C)c(C)c2)cn1	0	-6	-1	15	-2	5	0	2.1	0
Cc1ccc(CNC(C)(C)CO)cc1	-6	1	1	0	0	-1	3	0.3	6
Cc1ccc(NC(=O)CCCc2nc3ccccc3s2)c(O)c1	-2	9	0	-5	-5	5	4	0.1	1
COc1cccc(NCc2cc(=O)oc3cc(C)c(O)cc23)c1	3	-5	1	1	0	6	6	-2.2	5
O=C1CC(c2ccco2)CC(O)=C1C=Nc1ccccc1-c1ccccc1 (configuration not stated)	1	8	2	5	3	1	2	-0.9	2
O=C(Nc1ccc(N2CCCC2)cc1)c1ccc([N+](=O)[O-])cc1Cl	1	1	4	1	-3	-13	1	2.0	-8
COc1ccc(OC)c(NC(=O)C2CC(=O)N(CCc3ccccc3)C2)c1 (configuration not stated)	2	4	3	-3	-1	-6	2	-1.7	2
S=c1[nH]nc(-c2ccc(Cl)cc2)n1CCCN1CCOCC1	0	-1	1	-9	1	7	-8	1.7	-11
CCCN(Cc1ccco1)S(=O)(=O)c1ccc(OC)c(OC)c1	-2	-7	-2	-1	1	3	3	2.5	-5
COc1ccc(N2CCN(CCNC(=O)Nc3ccc(C)c(Cl)c3)CC2)cc1	-5	-4	5	-3	-5	9	9	-0.6	12
Cc1cccc(CC(=O)N2CCOCC2)c1	-2	1	-1	1	2	-4	3	-1.4	-12
CCN(CC)CCn1c2c(c(SCC(=O)Nc3ccc(C(C)C)cc3)nc1=O)CCCC2	-1	-8	1	6	3	1	3	3.4	-2
O=C(/C=C/c1ccccc1[N+](=O)[O-])NCCN1C(=O)S/C(=C\c2ccc(F)cc2)C1=O	0	1	2	-2	0	0	-2	0.4	4
COC(=O)c1ccccc1NC(=O)C1=CC(c2cccs2)=NS(=O)(=O)N1C	-1	3	4	4	2	7	1	0.3	0
COc1ccc(NC(=O)c2ccccc2OCc2ccc(F)cc2)c(OC)c1	-1	1	2	7	-6	-1	4	1.5	6
COCc1c(C(=O)N/N=C(\C)c2ccncc2)nnn1-c1nonc1N	2	-11	-2	-8	1	-1	3	-1.1	9
CCCc1[nH]nc2c1C1(C(=O)N(C(C)C)c3ccccc31)C(C#N)=C(N)O2 (configuration not stated)	-1	-6	-4	0	3	-5	-1	0.5	-4
CC(=O)c1ccc(N2CCN(C(=O)C3CCN(S(=O)(=O)Cc4ccccc4)CC3)CC2)cc1	2	1	-2	-2	-8	0	4	1.9	3
Cc1ccc(NC(=O)C(=O)NCCOc2ccccc2Cl)cc1	-1	0	3	1	2	-4	2	0.6	0
CS(=O)(=O)N1CCC(C(=O)Nc2ccc3c(c2)OCCO3)CC1	0	-7	0	3	1	-4	4	-2.0	-4
Cc1ccc(OCCOCCOc2ccc(Br)cc2/C=N\NC(=O)c2ccncc2)cc1	0	-5	-21	2	-2	-42	-3	-0.1	-6
Cc1ccc(N=C2S/C(=C/c3cccc(OCC(=O)O)c3)C(=O)N2C)cc1C	2	-8	-5	1	0	-4	8	-1.2	0
COc1ccccc1CC(=O)N1CCN(c2ccc([N+](=O)[O-])cc2)CC1	-1	12	2	5	2	4	6	3.1	1
CCc1c(O)nc(SCC(=O)N2CCCCC2)n(-c2ccccc2C)c1=O	3	7	-1	2	4	-2	-5	-0.3	2
CC(C)Cc1c(O)nc(SCC(=O)Nc2ccc3c(c2)CCC3)[nH]c1=O	1	3	1	3	8	3	4	0.1	10
O=C(C1CCN(Cc2cccs2)CC1)N1CCN(Cc2ccc3c(c2)OCO3)CC1	0	-1	6	-4	0	2	2	0.4	-3
COc1ccccc1NC(=S)N(CCCN1CCOCC1)Cc1cn(C)c2ccccc12	-1	7	1	-4	1	-4	7	1.3	16
O=C(CSCC(=O)N1CCCCC1)OCC(=O)c1c[nH]c2ccccc12	-6	2	3	13	0	2	8	-9.5	8
CN(n1cnc2ccccc2c1=O)S(C)(=O)=O	-1	-1	3	5	2	-5	2	-2.8	-5
CCCc1nnc(NC(=O)Nc2ccccc2OC)s1	0	-4	7	0	-1	4	5	1.7	9
COc1ccc(CC(=O)Nc2nnc(SCC(=O)NCc3ccco3)s2)cc1OC	3	2	3	-4	1	4	4	-0.8	6
Cc1cc(C)cc(C(=O)NCC(=O)OCc2nc(N)nc(Nc3ccccc3C)n2)c1	·	·	·	3	1	-1	9	·	4
O=C(Nc1ccc(NS(=O)(=O)c2ccccc2)cc1)c1cccnc1	-6	-1	1	-7	2	-6	3	-2.3	-3
O=c1cc(CSc2nnc(Nc3ccccc3F)s2)nc2sccn12	2	7	9	4	-2	1	-2	-0.9	6
COc1ccc(C(=O)NC2CCCCC2)cc1S(=O)(=O)N1CCOCC1	-1	-38	-2	2	0	-4	-3	1.0	0
O=[N+]([O-])c1ccc(N2CCCCC2)s1	35*	9	-3	-72	-6	-4	-31	7.7	-58
CC(=O)Nc1ccc(N(C(=O)CNC(=O)c2ccco2)C(C(=O)NCC2CCCO2)c2ccccc2)cc1 (configuration not stated)	-1	3	4	-4	-2	7	2	0.8	-1
Cc1csc(NC(=O)CSc2nnc(NC(=O)NC(C)(C)C)s2)n1	-3	-4	-1	2	-4	3	1	1.8	-3
COc1cccc(-c2nc(CS(=O)(=O)CC(=O)N3CCN(C)CC3)c(C)o2)c1	-3	0	1	1	4	0	0	-0.6	5
O=C(NCc1ccc(C(F)(F)F)cc1)C1CC(c2ccccc2C(F)(F)F)=NO1 (configuration not stated)	1	2	-1	5	0	3	-3	-1.0	0
COc1ccc(OC)c(-c2cc(C(=O)NCc3ccc(Cl)cc3)no2)c1	0	-4	-5	6	-4	-2	4	-1.3	8
COc1ccc(C)cc1NC(=O)CCCN1C(=S)NC(C)(C)CC1C (configuration not stated)	4	1	5	12	-2	3	5	-0.3	10
CCCNC(=O)c1onc(CSc2ccncc2)c1C(=O)NCCC	-1	0	1	10	7	-1	5	-1.6	-5
Cc1ccccc1NC(=O)N1CCN(C(=O)c2ccco2)CC1	1	6	2	5	5	5	4	-2.2	14
Nc1c(-c2cccc([N+](=O)[O-])c2)nc2ccccn12	-9	-2	3	32*	0	1	6	-1.8	14
Later entries.
SMILES	TPT1 inh	GSTO1 counter	Fam108B inh	GLD-1 RNA inh	PAD4 inh	PME-1 inh	Bcl-xL primary	MEX-5 binding	MCL1 BIM primary
COc1ccc(NC(=O)N2C3CCCC2CC(NC(=O)c2ccccc2)C3)cc1 (configuration not stated)	5	-1	-1	2	-2	14	-1	0.6	1
CN1c2ccc(C=O)c3c(C=O)ccc(c23)N(C)C1(C)C	-45	73*	7	134*	55*	13	144*	-35*	167*
O=C(NC(Cc1ccccc1)C(=O)O)/C(=C\c1ccccc1F)NC(=O)c1ccccc1 (configuration not stated)	-2	-2	5	2	-4	3	0	0.9	-1
CCOC(=O)N1CCN(C(=S)Nc2ccc3nc(N4CCN(CC)CC4)cc(C)c3c2)CC1	-2	-1	-6	3	2	1	0	0.1	2
CCOc1ccc(-c2nnn(CC(=O)NCCc3c[nH]c4ccccc34)n2)cc1	0	4	2	1	-1	-2	1	2.6	-1
O=C(NN=C1CCCCC1)NC1CCCCC1	0	4	2	3	-1	0	7	2.3	10
CCOC(=O)c1ccc(N2C(=O)C=CC2=O)cc1	0	-7	-2	-2	-3	-5	3	4.2	14
O=C(OCc1ccccc1Cl)c1ccccc1C(=O)c1ccccc1	2	-2	-4	4	-3	6	2	-1.3	-2
CC(C)CCOP(=O)(c1ccc(N(C)C)cc1)C(O)c1c(Cl)cccc1Cl (configuration not stated)	-2	-4	3	-1	-4	-1	8	-1.1	5
Cc1n[nH]c(=S)n1/N=C/c1ccccc1OCc1ccc(Cl)cc1Cl	-1	1	-5	4	-1	-2	-7	1.4	-9

Given with two lines to a compound: entries from further up.
Every second line gives: TPT1 inh	GSTO1 counter	Fam108B inh	GLD-1 RNA inh	PAD4 inh	PME-1 inh	Bcl-xL primary	MEX-5 binding	MCL1 BIM primary
> O=C(NN=C1CCCCC1)NC1CCCCC1
→ 0	4	2	3	-1	0	7	2.3	10
> CCOC(=O)c1ccc(N2C(=O)C=CC2=O)cc1
→ 0	-7	-2	-2	-3	-5	3	4.2	14

(continued)
SMILES	TPT1 inh	GSTO1 counter	Fam108B inh	GLD-1 RNA inh	PAD4 inh	PME-1 inh	Bcl-xL primary	MEX-5 binding	MCL1 BIM primary
CC(C(=O)NC(c1ccccc1)c1ccccc1)N1CCOCC1 (configuration not stated)	2	-2	0	5	1	1	0	1.3	-3
Cc1ccc(-n2c(SCC(=O)OC(C)C)nnc2-c2ccccn2)cc1	0	0	0	2	5	2	1	2.0	-2
COc1ccc(NC(=O)/C(Cl)=C(/Cl)S(=O)Cc2ccc(C)cc2)cn1 (configuration not stated)	0	-10	-7	8	-2	-11	7	1.1	15
COC(=O)C1=C(C(=O)OC)[C@@H]2Nc3ccccc3[C@@]23C[C@@H](C(=O)OC)N(C(=O)COCc2ccccc2)C3=N1	-1	6	4	6	-4	0	5	-1.5	0
N#CCCN(C(=O)COc1ccc(C#N)cc1)c1ccc(F)cc1	-2	-1	-2	0	-6	2	3	0.0	-1
N#C/C(=C\c1ccccc1[N+](=O)[O-])C(=O)NCc1ccccc1	10	-11	0	30	-3	4	34*	-1.4	39
COc1ccc(NCc2cc3ccccc3[nH]c2=O)cc1	0	11	2	-4	-6	9	6	1.9	0
COc1ccc(NC(=O)CC2SC(=Nc3ccccc3)NC2=O)c(OC)c1 (configuration not stated)	-3	0	-3	0	1	-1	5	-0.1	3
Nc1ncc(-n2cncn2)c(-c2ccc(Cl)cc2)n1	0	3	-7	3	-1	-4	-1	0.0	-2
COc1ccc(S(=O)(=O)N2CCOC23CCN(S(=O)(=O)c2ccc(F)cc2)CC3)cc1	3	13	0	1	0	4	6	1.5	3
COc1ccccc1Nc1nc(C)cc(C)c1C(N)=O	-3	1	-1	-2	2	-2	7	-0.3	5
O=C(Cn1ccsc1=NC(=O)c1ccco1)c1ccccc1	-1	-6	2	-4	-3	0	4	0.0	1
O=C(CC(Nc1ccccc1Cl)C(=O)O)c1ccccc1 (configuration not stated)	1	1	2	-2	-5	1	5	0.4	2
CN(CC(O)COc1ccc(S(=O)(=O)N2CCOCC2)cc1)C1CCCCC1 (configuration not stated)	-1	1	3	-2	-1	-6	6	2.5	3
Cc1ccc(NC(=O)C2CC(=O)N(CCc3ccccc3)C2)c(C)c1 (configuration not stated)	3	3	-5	1	2	7	-2	-1.6	-9
O=C(CCCc1nc(-c2ccc(Cl)cc2)no1)Nc1cccnc1	2	3	4	-3	-3	-1	3	1.2	-2

Bioassay records deposited in PubChem BioAssay by several laboratories.

Only part of the results is shown, so the mix of outcomes need not match the whole.
